Screening data as filed in PubChem BioAssay.
ALOX12 inh: inhibitors of human 12S-lipoxygenase ALOX12. purified 12hLO, xylenol orange hydroperoxide absorbance. Potency, µM (titrated, usually from 108 µM), without a hit: at the top dose activity change, negative = inhibition, usual class: inhibitors. hit rate 1.1% among 580,000. P18054; also: potency is read from the fitted curve at half-maximal effect; % is scaled to controls: 0 for no effect and ±100 for the full control effect
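Purified human 12hLO (150 nM final) in 25 mM Hepes, 0.01% Triton X-100, pH 7.0 was preincubated 15 min at room temperature with compound. Then 40 uM arachidonic acid was added, 30 min. Hydroperoxide was read by Fe-XO absorbance ratio 573/405 nm.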
Pol iota inh: blocks human DNA polymerase iota activity | Q9UNA4 | Pol iota fluorescent replication assay, 10 min | Potency, µM (titrated, usually from 115 µM), without a hit: at the highest dose activity, negative = inhibition, hits mostly inhibitors | hit rate 1% among 390,000 | AID 588590; also: potency is read from the fitted curve at half-maximal effect
Target sequence (Q9UNA4 whole entry, looked up): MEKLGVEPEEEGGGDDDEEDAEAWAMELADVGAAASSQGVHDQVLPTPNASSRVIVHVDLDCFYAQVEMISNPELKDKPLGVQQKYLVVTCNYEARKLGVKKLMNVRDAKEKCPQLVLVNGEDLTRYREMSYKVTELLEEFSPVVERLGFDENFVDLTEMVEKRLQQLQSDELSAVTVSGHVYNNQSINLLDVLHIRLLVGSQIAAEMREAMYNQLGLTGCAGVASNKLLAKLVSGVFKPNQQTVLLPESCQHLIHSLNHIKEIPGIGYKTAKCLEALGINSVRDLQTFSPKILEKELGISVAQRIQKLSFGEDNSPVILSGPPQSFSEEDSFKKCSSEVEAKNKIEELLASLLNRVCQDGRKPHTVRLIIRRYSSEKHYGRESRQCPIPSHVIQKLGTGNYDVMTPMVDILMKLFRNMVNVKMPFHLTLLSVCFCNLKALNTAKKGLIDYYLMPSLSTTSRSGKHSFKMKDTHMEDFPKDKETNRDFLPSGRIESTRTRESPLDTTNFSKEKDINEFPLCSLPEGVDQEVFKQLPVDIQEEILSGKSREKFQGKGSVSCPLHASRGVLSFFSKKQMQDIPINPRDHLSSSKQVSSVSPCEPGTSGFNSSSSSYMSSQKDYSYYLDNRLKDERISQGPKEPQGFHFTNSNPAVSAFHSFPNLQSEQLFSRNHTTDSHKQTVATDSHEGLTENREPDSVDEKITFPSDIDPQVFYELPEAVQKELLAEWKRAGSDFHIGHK
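Fluorescent replication assay read twice, at 0 min and 10 min after adding 50 nM (final) substrate. Enzyme (10 nM) and compounds were first incubated 15 min at room temperature; enzyme-free buffer wells were negative controls.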
Pol kappa inh: DNA polymerase kappa (human) inhibition; purified Pol kappa, fluorescent DNA synthesis assay, 10 min; Potency, µM (highest dose often 107 µM), without a hit: at the highest dose activity, negative = inhibition, most hits filed as inhibitors; AID 588579; hit rate 0.53% among 400,000; also: potency is read from the fitted curve at half-maximal effect; % is scaled to controls: 0 for no effect and ±100 for the full control effect
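Fluorescent qHTS in 1536-well format: enzyme (10 nM) and compound sat 15 min at room temperature before 50 nM substrate (final) was added. Signal taken at 0 and 10 min; no-enzyme buffer wells were negative controls.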
BLM helicase inh: Bloom syndrome helicase (human) inhibition; P54132; recombinant BLM DNA unwinding, fluorescence dequenching; Potency, µM (highest dose often 56.1 µM), without a hit: top-dose activity change, negative = inhibition, actives largely listed as inhibitors; hit rate 0.2% among 350,000;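 also: potency is read from the fitted curve at half-maximal effect; plate controls were vehicle for no effect and no enzyme for full effect; nearly all actives have a fitted effect of over 35% in size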
Anesthetic bind: candidate novel general anesthetic via apoferritin binding | Potency, µM (highest dose often 77.5 µM), for inactives: top-dose activity change, negative = displacement, most hits filed as inhibitors | apoferritin/1-aminoanthracene competitive binding, fluorescence | P02791 | hit rate 0.074% among 350,000; also: potency is read from the fitted curve at half-maximal effect; % is scaled to controls: 0 for no effect and ±100 for the full control effect; nearly all actives have a fitted effect of over 20% in size
Target sequence (P02791 2-175 limits assumed): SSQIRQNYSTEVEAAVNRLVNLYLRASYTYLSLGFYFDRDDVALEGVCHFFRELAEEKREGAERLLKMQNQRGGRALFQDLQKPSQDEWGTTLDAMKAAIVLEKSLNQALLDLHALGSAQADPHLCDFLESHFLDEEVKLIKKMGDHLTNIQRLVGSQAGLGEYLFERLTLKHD
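Concentration-response curves derived by four-parameter Hill fitting of normalized fluorescence, where compounds displaced 1-AMA from 10 uM horse apoferritin following a brief 10 min room-temperature incubation; propofol titration acted as positive control.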
ERG Ets-DNA blk: inhibitors of human ERG Ets domain-DNA interaction; P11308; fluorescence polarization, His-ERG Ets domain / labelled DNA; Potency, µM (doses to about 76.9 µM), without a hit: at the top dose FP activity, negative = inhibition, most hits filed as inhibitors; hit rate 0.028% among 370,000; AID 624246; active = well fitted inhibition curve with a large enough effect in the polarisation, with a control signal flat; inconclusive = small, poorly fitted or top-dose-only effect, or effect the other way, or a change in a side signal; inactive = no such curve, though single readings can be large or run the other way; the % refers to the polarisation;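 also: polarization taken with two DNA probes labelled with fluorescein and Texas red; potency is read from the fitted curve at half-maximal effect; % of control where 0% means no effect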
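His-tagged ERG Ets domain (1 uM in the protein solution; 300mM KCl, 50mM Tris-HCl, 1mM EDTA, 1mM DTT, pH 7.5) received compound, then a probe mix of 5 nM fluorescein-DNA and 100nM Texas-615-DNA. Fluorescence polarization was read for both dyes.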
APE1 inh: inhibitors of human APE1 endonuclease; hit rate 0.35% among 350,000; recombinant APE1, TAMRA/BHQ-2 abasic DNA cleavage fluorescence; Potency, µM (doses to about 65.8 µM), without a hit: at the highest dose activity change, negative = inhibition, actives largely listed as inhibitors;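 also: potency is read from the fitted curve at half-maximal effect; plate controls were vehicle for no effect and reference inhibitor for full effect; nearly all actives have a fitted effect of over 55% in size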
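Quantitative HTS: incision of a TAMRA/BHQ-2 double-stranded substrate bearing a tetrahydrofuran abasic site by 0.75 nM APE1 raises fluorescence. Substrate 50 nM final, added after 15 min compound preincubation at room temperature; progress as third-minus-first kinetic read difference.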
TRHR agonist: activates the human TRH receptor; TRHR cells, calcium flux fluo-8, FDSS agonist mode; activation, % at 2 µM; hit rate 0.18% among 360,000; AID 493084; in the data active = activation above about 30%; also: 0% is about no effect
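In this calcium-flux screen, cells bearing human TRHR are dye-loaded with fluo-8, baselined for 10 cycles, then exposed to library compounds; positive kinetic calcium responses during the agonist phase mark hits, with TRH as control.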
Pol beta inh: DNA polymerase beta (human) inhibition; P06746; Pol beta primer extension/strand displacement, fluorescence kinetic; Potency, µM (series often up to 114 µM), without a hit: at the highest dose activity change, negative = inhibition, hits mostly inhibitors; hit rate 1.3% among 340,000; AID 485314; also: potency is read from the fitted curve at half-maximal effect; % is scaled to controls: 0 for no effect and ±100 for the full control effect
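Pol beta (10 nM) was preincubated with compound for 15 min at room temperature. The reaction was then started with 50 nM substrate and read immediately and after a further 10 min at room temperature.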
Active calls of the source: *; ? = inconclusive; / = no result given; [ ] = dose if it differs, or a comment. Unless noted, calls follow the shape of the dose curve; as a rule, active = well fitted curve in the direction sought with a large enough effect; inconclusive = small, poorly fitted or top-dose-only effect, or another doubt; inactive = no such curve, though single readings can be large; an effect the other way counts as inactive or inconclusive. Not all compounds are listed, so the mix of outcomes need not match the whole.

SMILES,Anesthetic bind,TRHR agonist,Pol kappa inh,Pol beta inh,BLM helicase inh,Pol iota inh,ERG Ets-DNA blk,ALOX12 inh,APE1 inh
COC(=O)C1=C(C)N(C)C(=S)NC1c1ccccc1 (centres undefined),4.0%,-1.0,1.6%,20.0%,0.9%,-2.9%,-6.0%,-10.5%,1.3%
Cc1ccc(-c2nc3ccccn3c2Nc2c(C)cccc2C)o1,221.0%[activator],-0.4,-3.3%,26.6%,-2.5%,-23.7%,-12.5%,?,/
COc1ccc(/C=N/NC(=O)Cc2cc(OC)c(OC)cc2[N+](=O)[O-])cc1,-11.0%,0.9,-15.7%,35.4%,2.0%,7.1%,-1.6%,-4.2%,-1.6%
COCCNC(=O)CCCC(=O)NCCOC,-7.5%,0.2,-3.9%,25.4%,4.0%,4.9%,-8.5%,-13.0%,-0.6%
CCN(CC)S(=O)(=O)c1ccc2oc(C(=O)NCc3ccccc3OC)c(C)c2c1,?,0.9,1.4%,9.3%,-5.0%,23.2%,-5.8%,-13.6%,/
CCn1c(CC2C(=O)N(C)c3ccc(Br)cc32)nc2ccccc2c1=O (centres undefined),5.4%,1.0,6.2%,19.8%,1.1%,13.8%,8.1%,-27.1%,/
COc1cc(NC(=O)c2ccccc2)c(OC)cc1Cl,-12.9%,-0.7,-2.2%,1.2%,-5.1%,10.2%,7.5%,0.0%,-3.8%
Cc1ccc(-c2nn(-c3ccccc3)cc2/C=N/O)cc1,4.9%,-0.5,-19.8%,-0.1%,-9.0%,5.2%,-4.7%,-18.6%,38.3%
C=CCN(CC(=O)Nc1cccnc1)S(=O)(=O)c1ccc(Cl)cc1,/,/,-15.1%,/,/,-2.7%,1.3%,-16.0%,17.9%
COc1cc(-n2c(=O)c3ccccc3n(Cc3cccnc3)c2=O)cc(OC)c1OC,/,/,-4.0%,/,/,8.6%,-7.5%,-20.4%,/
Cn1nc(C(C)(C)C)cc1NC(=O)Nc1cc(Cl)cc(Cl)c1,6.3%,0.5,-3.5%,6.0%,-15.5%,-1.0%,-2.6%,?,10.6%
Cc1ccccc1OCC(=O)NN1C(=O)C2C3C=CC(O3)C2C1=O (centres undefined),-5.4%,0.3,-10.8%,-0.3%,-1.9%,-17.2%,7.1%,0.1%,5.3%
CCN(CC)C(=O)CSc1nc2ccsc2c(=O)n1Cc1ccccc1Cl,4.0%,-0.2,-8.3%[60.1 µM],-18.1%,-0.7%,-9.3%,3.3%,-7.6%,/
CC1CC(CC(C)C(=O)Nc2nncs2)C(=O)O1 (centres undefined),-7.4%,-0.5,0.0%,12.1%,-4.5%,26.3%,-6.8%,19.6%,7.3%
COc1ccc(C)cc1S(=O)(=O)N1CCCC(N2CCOCC2)C1 (centres undefined),-3.7%,-0.1,15.0%,26.2%,-6.0%,37.0%[activator],1.7%,?,0.6%
COc1cccc(NC(=O)C(C)(C)C)c1,/,-0.3,-1.9%,/,/,?,2.1%,?,40.4%
COc1ccc(C(C(=O)NC2CCCCC2)N(Cc2cccnc2)C(=O)c2snc(C(N)=O)c2N)cc1 (centres undefined),-6.1%,-0.3,-4.7%,-0.8%,0.9%,-3.8%,0.4%,-9.6%,32.2%[12.4 µM]
COCCN(CCOC)S(=O)(=O)c1ccc(C(=O)Nc2nnc(C)o2)cc1,-6.5%,1.2,-37.4%,-0.1%,1.9%,3.6%,-6.8%,17.5%,14.6%
CCCc1nnc(NC(=O)Cn2c(=O)sc3ccccc32)s1,-8.5%,0.7,11.1%,5.5%,-0.3%,16.5%,2.5%,-7.5%,-0.5%
O=C(N/N=C/C=C/c1ccc2c(c1)OCO2)c1ccc([N+](=O)[O-])cc1,-9.1%,-0.1,-14.7%,2.3%,-8.2%,18.2%,/,15.6%,2.6%

Next part.
SMILES,Anesthetic bind,TRHR agonist,Pol kappa inh,Pol beta inh,BLM helicase inh,Pol iota inh,ERG Ets-DNA blk,ALOX12 inh,APE1 inh
CCOCCCNC(=S)N1C2CCC1CC(NC(=O)NC13CC4CC(CC(C4)C1)C3)C2 (centres undefined),-6.3%,-0.3,-2.0%[60.1 µM],-19.7%,-3.4%,38.5%[activator],/,-12.2%,-3.0%
CCOC(=O)C1CCN(C(=O)COC(=O)CSc2ccccc2C)CC1,/,/,-0.6%,/,/,26.2%,-0.5%,-35.4%,41.5%
COC(=O)C(NS(=O)(=O)c1ccc(C)cc1)c1ccccc1 (centres undefined),-7.6%,-0.2,-1.3%,29.7%,-1.3%,?,11.4%,-0.2%,1.4%
Cc1ccc(NC(=O)Cc2c(C(=O)O)c(C)cn2C)cc1Cl,-4.3%,-0.4,0.6%[60.1 µM],-22.6%,1.8%,18.3%,-6.5%,-19.1%,/
CCOC(=O)C(=CN=C(N)Nc1nc2ccccc2o1)C(=O)OCC,-5.3%,-1.6,3.7%,-23.2%,-2.2%,55.7%[activator],4.3%,5.0%,5.1%
CCn1c(NN)nc2sc3c(c2c1=O)CCC3,-18.0%,-0.2,-3.5%,-21.8%,-15.9%,-31.4%,-2.6%,?,-0.4%
CCOCCn1c(CN2CCOCC2)nc2c1c(=O)[nH]c(=O)n2C,-1.4%,0.3,0.4%,21.9%,-0.5%,11.7%,6.0%,-14.4%,0.6%
Cc1ccc(-c2csc(=Nc3cccnc3)n2CCCn2ccnc2)cc1C,-15.3%,-0.3,-2.5%,?,2.5%,12.2%,-9.7%,-2.2%,6.4%
CC(=O)C1=C(C)NC(SCC(=O)c2ccc(-c3ccccc3)cc2)=C(C#N)C1c1cccnc1 (centres undefined),-15.1%,1.5,/,9.7%,-3.2%,/,/,/,?
CC(Oc1ccc2c(-c3ccccc3)cc(=O)oc2c1)C(=O)N[C@H](Cc1c[nH]c2ccccc12)C(=O)O (some centres undefined),-19.1%,0.4,-9.3%,8.1%,0.0%,20.7%,5.9%,-29.8%,40.1%
O=C(N/N=C/c1ccc2cccc(OCc3ccccc3)c2n1)c1ccc(Cl)cc1,-3.8%,0.6,-16.6%,5.3%,-3.7%,-22.6%,-0.8%,-35.5%,11.6%
COc1cc(C2c3c(oc4ccc(C)cc4c3=O)C(=O)N2Cc2ccccc2)ccc1O (centres undefined),-5.9%,-0.7,-14.3%,2.4%,-4.8%,3.0%,-1.4%,-30.2%,/
O=C(Nc1cccc2nsnc12)C1CC(=O)N(c2ccccc2)C1 (centres undefined),54.4%[activator],-1.0,-9.3%,-19.8%,-9.5%,73.0%[activator],7.1%,-27.7%,-3.0%
Cc1cccc(C(=O)NCC(=O)OCC(=O)N(C)CC(=O)Nc2ccccc2Cl)c1,/,-0.1,-13.7%,/,/,7.7%,6.2%,?,20.3%
COCCNC(=O)c1ccccc1NC(=O)c1ccccc1SC,-2.3%,0.1,0.3%,3.1%,-2.2%,108.0%[activator],-6.9%,-20.6%,-2.9%
Cc1ccc(Oc2nc3ccccc3n3cccc23)cc1,-0.7%,0.9,-1.9%,-3.6%,-6.4%,10.9%,4.3%,?,12.2%
O=c1c2cccnc2n(Cc2cccc(F)c2)c(=O)n1Cc1ccccc1Cl,-0.7%,-0.2,5.4%,23.0%,-9.3%,21.1%,-3.0%,-7.5%,/
CCCS(=O)(=O)N1CCN(c2ccccc2F)CC1,7.0%,0.0,-6.0%,8.4%,-10.9%,15.4%,-18.3%,58.6%[activator],-4.3%
Cc1[nH]c(=O)c(C#N)c2c1CSC(C)(C)C2,-6.5%,0.5,-10.4%,40.0%,1.9%,-23.3%,-15.7%,18.7%,-1.6%
COc1ccc(C=O)cc1CN1CCCN(Cc2ccccc2F)S1(=O)=O,-10.2%,-0.4,-3.5%,2.2%,-6.1%,34.5%[activator],2.8%,?,-17.7%

The listing continues.
SMILES,Anesthetic bind,TRHR agonist,Pol kappa inh,Pol beta inh,BLM helicase inh,Pol iota inh,ERG Ets-DNA blk,ALOX12 inh,APE1 inh
Cn1c(C(=O)NCCN2CCOCC2)cc2c(=O)n3ccccc3nc21,212.2%[activator],0.0,3.1%,14.2%,0.2%,25.8%,2.5%,-6.9%,-14.9%
Fc1ccccc1N1CCN(c2ncnc3c2nc2n3CCCCC2)CC1,3.5%,-0.2,-0.8%,3.4%,-3.2%,2.9%,-16.5%,-17.7%,/
CCS(=O)(=O)N1CCc2cc(C(=O)Nc3ccc(Br)cc3F)ccc21,50.8%[activator],-0.3,-27.0%,-4.0%,-10.9%,?,-6.9%,-23.0%,/
CN(C)/C(=N\S(=O)(=O)c1ccc(F)cc1)c1ccccc1,2.5%,0.7,-5.7%,5.3%,-1.4%,9.9%,-5.4%,-67.5%,64.9%[activator]

An excerpt from above in order of count of non-hydrogen atoms, lowest first.
SMILES,Anesthetic bind,TRHR agonist,Pol kappa inh,Pol beta inh,BLM helicase inh,Pol iota inh,ERG Ets-DNA blk,ALOX12 inh,APE1 inh
Cc1[nH]c(=O)c(C#N)c2c1CSC(C)(C)C2,-6.5%,0.5,-10.4%,40.0%,1.9%,-23.3%,-15.7%,18.7%,-1.6%
O=C(N/N=C/C=C/c1ccc2c(c1)OCO2)c1ccc([N+](=O)[O-])cc1,-9.1%,-0.1,-14.7%,2.3%,-8.2%,18.2%,/,15.6%,2.6%
COCCN(CCOC)S(=O)(=O)c1ccc(C(=O)Nc2nnc(C)o2)cc1,-6.5%,1.2,-37.4%,-0.1%,1.9%,3.6%,-6.8%,17.5%,14.6%
